Bioassay records as filed in PubChem.
E coli Lon inh: inhibitors of E. coli Lon protease, primary screen, biochemical, fluorescence polarization | 360,000 compounds, 0.42% hits | P0A9M0 | purified E. coli Lon protease | inhibition, % at 7.94 µM; in the data active = inhibition above about 13%, passing the limit was not always enough;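 also: 0% = enzyme with probe and DMSO and 100% = no enzyme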
Target sequence (P0A9M0 whole entry, looked up): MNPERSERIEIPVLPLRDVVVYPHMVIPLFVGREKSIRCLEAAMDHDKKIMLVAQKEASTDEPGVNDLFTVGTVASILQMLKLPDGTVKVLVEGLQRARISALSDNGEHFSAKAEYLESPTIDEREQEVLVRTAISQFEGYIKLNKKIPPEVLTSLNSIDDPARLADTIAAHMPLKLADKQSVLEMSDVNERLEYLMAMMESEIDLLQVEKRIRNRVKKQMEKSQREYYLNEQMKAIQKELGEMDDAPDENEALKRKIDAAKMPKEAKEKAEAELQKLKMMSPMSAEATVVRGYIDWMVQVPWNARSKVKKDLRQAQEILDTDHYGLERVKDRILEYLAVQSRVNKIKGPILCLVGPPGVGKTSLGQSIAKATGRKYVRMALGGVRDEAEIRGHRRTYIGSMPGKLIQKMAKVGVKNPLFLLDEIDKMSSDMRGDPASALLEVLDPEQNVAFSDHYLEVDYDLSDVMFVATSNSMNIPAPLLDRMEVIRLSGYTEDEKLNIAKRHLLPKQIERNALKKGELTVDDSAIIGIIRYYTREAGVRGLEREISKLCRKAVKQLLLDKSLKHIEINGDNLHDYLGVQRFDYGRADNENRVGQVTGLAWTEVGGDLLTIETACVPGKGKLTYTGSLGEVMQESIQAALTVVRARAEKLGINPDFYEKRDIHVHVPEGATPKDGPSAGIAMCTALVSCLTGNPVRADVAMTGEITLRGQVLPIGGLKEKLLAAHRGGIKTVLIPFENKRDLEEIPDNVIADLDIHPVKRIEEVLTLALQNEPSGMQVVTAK
CSN inh: inhibitors of CSN-mediated cullin deneddylation, primary screen, biochemical, fluorescence polarization, uHTS. Purified CSN, SCF-Nedd8-OG deneddylation. 360,000 compounds, 0.38% hits. COP9 signalosome complex subunit 5 (Homo sapiens), Q92905. inhibition, % at 12.5 µM. AID 651999, 2013;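 active = pattern-corrected inhibition above about 35%, with an unprinted fluorescence ratio check between 0.5 and 1.5, limit read from the data, passing the limit was not always enough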;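 also: 0% = enzyme with substrate and 100% = substrate without enzyme; some results filed as inactive read as strong as hits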
Target sequence (Q92905 whole entry, looked up, one chain of several): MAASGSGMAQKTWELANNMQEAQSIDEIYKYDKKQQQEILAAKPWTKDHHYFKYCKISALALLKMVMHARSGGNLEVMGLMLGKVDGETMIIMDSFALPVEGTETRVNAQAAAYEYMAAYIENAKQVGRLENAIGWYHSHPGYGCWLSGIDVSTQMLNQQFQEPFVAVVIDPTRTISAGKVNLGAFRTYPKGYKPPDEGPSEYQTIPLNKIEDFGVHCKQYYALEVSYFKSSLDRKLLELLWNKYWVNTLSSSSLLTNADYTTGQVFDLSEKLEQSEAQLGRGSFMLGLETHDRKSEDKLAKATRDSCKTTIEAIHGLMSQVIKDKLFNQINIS
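Test system: Human Csn5 produced in HEK293T cells | Compound: 12.5 µM single point | Times: 90 min, room temperature | Signal: Fluorescence polarization readout | Read-out basis: % inhibition of substrate cleavage by Csn5 | Controls: no-enzyme wells high, enzyme-with-substrate wells low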
MsrA act: bovine MsrA enzyme activators, primary screen, biochemical, absorbance, HTS; 360,000 compounds, 0.3% hits; purified bovine MsrA, absorbance read-out; activation, % at 10.6 µM; AID 602163, 2012; Methionine sulfoxide reductase A (Bos taurus); in the data active = activation above about 7.5%;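 also: 0% = vehicle and 100% = reference activator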
Tb MetRS inh: T. brucei MetRS inhibitors, primary screen, biochemical, luminescence; methionyl-tRNA synthetase (Trypanosoma brucei brucei); purified T. brucei MetRS, ATP depletion, Kinase-Glo luminescence; inhibition, % at 11.9 µM; 360,000 compounds, 0.4% hits;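 active = inhibition above a per-plate cutoff of the control wells' mean inhibition plus 3 SD, cut at about 5.5% in these data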;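 also: 0% = DMSO wells median and 100% = median of wells with control inhibitor compound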
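Material – parasite MetRS enzyme · Medium – HEPES-MgCl2-KCl buffer plus DTT, spermine, BSA, pyrophosphatase · Reagent – ATP, methionine and E. coli bulk tRNA substrates · Times – 15 min enzyme-compound preincubation, 2 h reaction, 10 min detection, 25 °C · Measured by – luminescence of leftover ATP · Evaluation – percent inhibition relative to median high and low control wells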
FAS-TE inh: FAS thioesterase domain inhibitors, primary screen, biochemical, fluorescence intensity, uHTS; 360,000 compounds, 0.67% hits; Fatty acid synthase (Homo sapiens), P49327; recombinant FAS-TE, OMFH fluorogenic substrate, fluorescence endpoint; inhibition, % at 15 µM;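 active = compounds whose normalised, plate-corrected inhibition of enzyme fluorescence in the single-dose primary screen is 50% or more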;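 also: 0% = DMSO with enzyme and 100% = substrate without enzyme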
PABP1 MLLE inh: inhibitors of PABP1 MLLE–PAM2 peptide binding, primary screen, biochemical, fluorescence polarization, FITC-PAM2, GST-MLLE. 360,000 compounds, 0.36% hits. AID 588489, 2011. inhibition, % at 20 µM. Polyadenylate-binding protein 1 (Homo sapiens), P11940; in the data active = inhibition above about 35%, passing the limit was not always enough;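 also: plate controls were DMSO wells with GST-MLLE for no effect and wells lacking GST-MLLE protein for full effect; some results filed as inactive read as strong as hits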
MsrA inh: bovine MsrA enzyme inhibitors, primary screen, biochemical, absorbance, HTS; inhibition, % at 15.5 µM; 360,000 compounds, 0.75% hits; purified bovine MsrA, absorbance read-out; Methionine sulfoxide reductase A (Bos taurus); in the data active = inhibition above about 4.5%;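 also: 0% = vehicle wells with enzyme and 100% = reference inhibitor wells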
Neddyl block: inhibitors of cullin neddylation, primary screen, biochemical, TR-FRET, uHTS, NAE and Ubc12; NEDD8-conjugating enzyme Ubc12 (Homo sapiens) + NEDD8-activating enzyme E1 regulatory …; calls only at 25 µM; 360,000 compounds, 0.58% hits; in the data active = inhibition above about 36%
Rin1 Abl inh: inhibitors of Rin1-Abl protein binding, primary screen, biochemical, TR-FRET. 360,000 compounds, 0.4% hits. AID 588664, 2011. inhibition, % at 7.35 µM; in the data active = inhibition above about 5%, passing the limit was not always enough
Active calls of the source: *; i = inactive; x = not tested or not shown.

SMILES	E coli Lon inh	CSN inh	MsrA act	Tb MetRS inh	FAS-TE inh	PABP1 MLLE inh	MsrA inh	Neddyl block	Rin1 Abl inh
Cc1cccc(C(=O)OCC(=O)NC(C)C2CC3CCC2C3)c1O (stereo not drawn)	-5	1	-4	-0.4	20	-1	0.3	i	2
CCCn1c(N)c(N2CCCCC2)c(=O)n(CC(=O)Nc2ccccc2)c1=O	-4	0	-2	-0.7	0	-14	-0.2	i	1
O=C(Nc1ccccc1)c1ccc(Cn2cc(C(F)(F)F)ccc2=O)cc1	6	1	0	-0.2	-2	-7	-1.6	i	4
Cc1cccc(OC(C)C(=O)N2CCc3ccccc3C2)c1 (stereo not drawn)	-8	1	-2	-0.1	1	-6	-0.3	i	3
CC(C)/C=C/C(=O)N1CCCC(N2CCN(c3ccccc3F)CC2)C1 (stereo not drawn)	-2	2	-2	-0.3	-3	-10	-0.1	i	1
O=C(Oc1coc(CSc2ncccn2)cc1=O)c1cccs1	4	5	2	-0.3	0	17	0.5	i	-2
Cc1cccc(-n2c(-c3ccncc3)n[nH]c2=S)c1C	2	-4	0	-0.2	-2	-11	1.1	i	1
O=C(COc1ccc(Cl)cc1)N1CCCCC1	-13	-3	-5	-2.2	-12	0	1.4	i	-2
CC1CN(C(=O)COC(=O)c2ccc(O)cc2)CC(C)O1 (stereo not drawn)	7	0	-8	-0.7	-1	-7	-0.1	i	0
Cc1ccc2[nH]c(=O)c(C(c3nnnn3CCc3ccccc3)N3CCOCC3)cc2c1 (stereo not drawn)	3	8	-3	-0.2	3	13	0.7	i	3
CCNC(=O)COc1ccc(OCc2ccccc2)cc1	-5	-1	-2	-0.2	-3	6	0.1	i	-2
Cc1ccc(-c2csc3ncnc(Nc4ccc(C(=O)O)cc4)c23)cc1	11	3	-11	-0.1	7	-3	0.6	i	-6

In another format: entries from further up.
Sequence of screens – E coli Lon inh | CSN inh | MsrA act | Tb MetRS inh | FAS-TE inh | PABP1 MLLE inh | MsrA inh | Neddyl block | Rin1 Abl inh
> CCCn1c(N)c(N2CCCCC2)c(=O)n(CC(=O)Nc2ccccc2)c1=O
    -4 | 0 | -2 | -0.7 | 0 | -14 | -0.2 | i | 1
> CCNC(=O)COc1ccc(OCc2ccccc2)cc1
    -5 | -1 | -2 | -0.2 | -3 | 6 | 0.1 | i | -2
> O=C(COc1ccc(Cl)cc1)N1CCCCC1
    -13 | -3 | -5 | -2.2 | -12 | 0 | 1.4 | i | -2

Continued:
SMILES	E coli Lon inh	CSN inh	MsrA act	Tb MetRS inh	FAS-TE inh	PABP1 MLLE inh	MsrA inh	Neddyl block	Rin1 Abl inh
COc1ccc(/C=C2\SC(=S)N(NS(=O)(=O)c3ccc(C)cc3)C2=O)c(OC)c1	3	8	-2	0.0	6	-20	-0.1	i	1
CC1CCCN(S(=O)(=O)c2ccc(NC(=O)Cc3ccc(S(=O)(=O)N4CCOCC4)s3)cc2)C1 (stereo not drawn)	1	7	-11	-0.3	61*	-54	2.9	i	1
S=c1[nH]c2ccccc2o1	-4	4	-5	0.0	-4	-80	0.2	i	0
CCc1cc(-c2n[nH]c(=S)n2C(C)c2ccccc2)cs1 (stereo not drawn)	-2	-1	-1	-0.2	-3	-16	-0.3	i	3
CCOC(=O)C1CCN(C(=O)NC23CC4CC(CC(C4)C2)C3)CC1	-9	5	-2	-0.2	-4	8	-0.7	i	0
CCOC(=O)c1c(CN2CCCCC2)n(C)c2cc(Br)c(O)c(CN(C)C)c12	-9	3	0	0.5	-6	8	x	i	2
CCc1nc2ccc(C(=O)NCCCN3CCCC3=O)cn2c1N(CC)C(=O)NCCc1ccccc1	2	4	-1	-0.1	-7	4	0.7	i	-3
COc1ccc(OC)c(NC(=O)C2CCCN(S(=O)(=O)c3cccc4cccnc34)C2)c1 (stereo not drawn)	-5	-7	-3	-0.2	2	-3	-0.8	i	-2
CCOC(=O)CN(C(=O)Cn1nnc(-c2ccc(C)cc2)n1)C(CC)C(=O)NC1CCCC1 (stereo not drawn)	7	6	-1	-0.4	3	4	0.1	i	1
C[C@H](Nc1ccc(C(F)(F)F)cc1[N+](=O)[O-])C(=O)O	1	0	-2	0.0	-5	4	0.5	i	-3
Cn1c(Cl)c(/C=N/OC(=O)c2ccccc2Cl)c2ccccc21	-11	3	-6	0.0	21	12	0.5	i	2
Cc1cc(Cl)c(S(=O)(=O)Nc2ccc3c(c2)OCCO3)cc1OCC(N)=O	2	5	-6	-0.1	5	-6	0.1	i	0
COCCCNc1cc(C)nc2ccccc12	-3	-4	-6	0.4	-8	-5	1.7	i	0
COc1ccc(C)cc1NC(=O)Nc1cccc(C)c1	-3	-1	-5	-0.1	13	10	-0.3	i	0
COc1ccc(NC(=O)CN2CCc3ccccc3C2)cc1OC	-4	-4	-2	0.0	-1	-9	0.1	i	-3
O=C(COc1cccc(Cl)c1)Nc1ccc2c(c1)CCC2	-16	-11	0	-0.1	20	-4	-0.4	i	0
O=C(Cc1ccccc1F)Nc1ccc2c(c1)CCC2	-2	1	-2	-0.3	5	-7	-0.2	i	0
CC(=O)NS(=O)(=O)c1ccc(NC(=O)/C=C/c2ccc(C)o2)cc1	-2	0	-6	-0.2	-4	26	1.3	i	-1
O=C(Nc1ccc(N2CCN(C(=O)c3ccccc3)CC2)cc1)c1ccc2c(c1)OCO2	-5	-1	-2	0.3	-5	-2	0.0	i	0
COc1ccc(CN2C(=O)CCC2(C)c2nnnn2-c2ccc3c(c2)OCCO3)cc1 (stereo not drawn)	0	-3	-4	-1.0	-6	x	0.6	i	x
CCOC(=O)C1=C(C)N(C)C(=S)NC1c1ccc(Cl)cc1 (stereo not drawn)	-1	-3	0	-0.3	2	-60	0.8	i	-4
Cc1nc(NC(=O)C(C)Oc2cccc(Cl)c2)sc1C(=O)N(C)C (stereo not drawn)	-5	5	-2	-0.5	-13	1	-1.0	i	-3
Cc1cc(C)c(C)c(OCCCOc2cccc3cccnc23)c1	-7	-17	1	0.2	27	-8	-0.9	i	3
O=C(Nc1nc2ccccc2[nH]1)c1ccc(S(=O)(=O)N2CCOCC2)cc1	-11	-1	-6	-0.5	-3	0	-0.7	i	-2
c1ccc(Nc2nc(N3CCOCC3)nc(N3CCOCC3)n2)cc1	-2	0	-16	-1.2	-7	7	0.4	i	1
COc1ccc(COC(=O)CCS(=O)(=O)c2ccc(C)cc2)cc1	-13	0	0	-0.4	4	10	-0.3	i	3
Cc1cccc(C(=O)NC(=S)Nc2c(C)n(C)n(-c3ccccc3)c2=O)c1	2	-12	0	-0.1	-5	20	2.8	i	0
COC(=O)N1CCCCC1c1cc(C(=O)Nc2ccccc2Cl)no1 (stereo not drawn)	-3	-6	-8	-0.2	-3	-1	-1.3	i	0
COc1ccc(CNC(=O)CCCn2ncn3c(cc4occc43)c2=O)cc1	-13	3	-2	0.3	-5	-19	0.0	i	-4
COc1ccc(NC(=S)N(Cc2ccc(N(C)C)cc2)Cc2ccco2)cc1	0	-1	-8	-0.7	21	-87	0.8	i	-2
COc1cc(C)nc(Oc2ccc(=O)n(C)n2)n1	-10	0	1	-0.2	-8	4	-1.2	i	-2
O=C(CN1CCNCC1)NCCSc1ccc(Cl)cc1	-8	-4	-5	-1.1	0	-6	0.8	i	-2
C/C=C/C1=CC(=O)C[C@H](c2ccc3c(c2)OCO3)C1	-11	6	-1	-0.1	2	3	1.6	i	0
Cc1cc(C)c2sc(N(CCN(C)C)C(=O)c3cc(Cl)sc3Cl)nc2c1	9	-1	-3	-1.1	12	0	1.5	i	2
O=[N+]([O-])c1ccccc1-c1cc(-c2ccccc2O)n[nH]1	-3	-1	-10	-0.6	3	-10	0.3	i	3
CC(C)OCCCn1c(-c2ccc(Br)cc2)c[nH]c1=S	10	9	-6	-0.9	5	-48	0.9	i	-3
CN1CCN(C(=O)CCc2nc3ccccc3c(=O)[nH]2)CC1	-8	-7	2	-0.3	-8	5	0.6	i	2
CCCCCNCC(=O)Nc1cccc(C(=O)Nc2cccc(C(F)(F)F)c2)c1	-2	1	2	-1.0	7	7	-2.1	i	-2
COc1cc(CN2CCC(N3CCC(C(=O)N4CCCC4)CC3)CC2)cc2c1OCO2	-20	-2	-2	-0.1	-8	4	1.0	i	4
CCCNC(=O)c1cc(S(=O)(=O)N2CCCCC2)c[nH]1	-1	4	-6	-0.5	-8	-6	x	i	4
O=C(NNc1c(Cl)cccc1Cl)c1ccno1	-1	8	-2	-0.2	-4	-2	1.1	i	-1
COc1ccc(CCN(C)C(=O)C2CCN(C(=O)Nc3ccccc3)CC2)cc1OC	3	0	-7	-0.7	-7	8	-0.2	i	2
O=C(CSc1nc2ccccc2nc1N1CCCCC1)Nc1ccc(F)cc1	-3	-4	-1	0.2	16	1	-0.2	i	-1
COc1cc(OC)cc(C(=O)N[C@H](C(=O)OCC(=O)NC(=O)NC(C)(C)C)C(C)C)c1	3	-1	0	-0.9	5	-9	0.1	i	-3
CSCCC(NC(=O)c1ccccc1Br)C(=O)N1CCN(C/C=C/c2ccccc2)CC1 (stereo not drawn)	7	5	-1	-0.2	8	-2	-0.8	i	3
COC(C[C@@H]1O[C@@H]1C(=O)[C@H](C)OCc1ccccc1)OC	-2	-2	-1	-0.3	-10	0	0.0	i	1
OC[C@@H]1[C@@H](c2ccc(Cl)cc2)C(c2ccc(F)cc2)=NN1c1ccccc1	-2	3	-2	-0.4	30	-4	2.4	x	1
C[C@H](CO)N1C[C@H](C)[C@@H](CN(C)Cc2ccc(Cl)c(Cl)c2)OCCCC[C@H](C)Oc2ccc(NC(=O)CCC(F)(F)F)cc2C1=O	-8	1	0	-1.0	12	3	-1.1	i	1
COc1ccc(-c2cc(-c3nnc(COC(=O)C4CC4)o3)c3ccccc3n2)cc1OC	-7	-17	-10	-1.4	10	-23	1.3	x	-1
COc1cc(C2C(C#N)=C(SC)NC3=C2C(=O)CCC3)ccc1O (stereo not drawn)	-5	7	-3	0.6	-7	18	0.6	i	0
O=C(CN1CCN(S(=O)(=O)c2ccccc2)CC1)N1CCCCC1	0	-2	-1	0.2	-6	8	1.2	i	0
COC(=O)c1[nH]c2cccc(C)c2c1NC(=O)CN1CCCc2ccccc21	-2	-7	-3	-0.8	-5	-16	0.6	i	-1
COc1cccc(NC(=O)COC(=O)CCSc2ccccc2)c1	-8	-2	-2	0.4	-4	18	0.8	i	1
COc1ccc(-c2cc(C(=O)Nc3ccc(Cl)cc3Cl)c3ccccc3n2)cc1OC	-71	-12	-1	-0.1	6	-4	-0.2	x	0
N#Cc1cc(S(=O)(=O)c2ccc(Cl)cc2)c(N)[nH]c1=O	-9	0	-1	-0.3	-5	-1	0.2	x	0

Compounds listed so far that have a cyano group, in the order listed:
SMILES	E coli Lon inh	CSN inh	MsrA act	Tb MetRS inh	FAS-TE inh	PABP1 MLLE inh	MsrA inh	Neddyl block	Rin1 Abl inh
COc1cc(C2C(C#N)=C(SC)NC3=C2C(=O)CCC3)ccc1O (stereo not drawn)	-5	7	-3	0.6	-7	18	0.6	i	0
N#Cc1cc(S(=O)(=O)c2ccc(Cl)cc2)c(N)[nH]c1=O	-9	0	-1	-0.3	-5	-1	0.2	x	0
